M1 PAM parental: nonselective calcium activators in parental CHO-K1 cells, primary screen, counter-screen for M1 PAM project, cell-based, Fluo-8 calcium fluorescence, full deck, 1536-well; ATP EC20; 0% at ATP EC20, 100% at ATP max; activation, % at 3 µM; AID 602247, 2012; actives 0.02% (n = 360,000);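 active = activation above the run cutoff, the mean activation of all test compounds plus 3 SD, cut at about 40% in these data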;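 also: peak over basal fluorescence ratio in a 140 s read after ATP addition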
M1 PAM: human M1 muscarinic receptor positive allosteric modulators, primary screen, CHO-K1 cells, Fluo-8 calcium fluorescence, 1536-well | activation, % at 3 µM | actives 0.088% (n = 360,000) | AID 588819, 2011 | CHO-K1 hM1, ACh EC20; 0% = ACh EC20, 100% = maximal ACh; in the data active = activation above about 19%, passing the limit was not always enough
Target sequence (P11229 whole entry, looked up): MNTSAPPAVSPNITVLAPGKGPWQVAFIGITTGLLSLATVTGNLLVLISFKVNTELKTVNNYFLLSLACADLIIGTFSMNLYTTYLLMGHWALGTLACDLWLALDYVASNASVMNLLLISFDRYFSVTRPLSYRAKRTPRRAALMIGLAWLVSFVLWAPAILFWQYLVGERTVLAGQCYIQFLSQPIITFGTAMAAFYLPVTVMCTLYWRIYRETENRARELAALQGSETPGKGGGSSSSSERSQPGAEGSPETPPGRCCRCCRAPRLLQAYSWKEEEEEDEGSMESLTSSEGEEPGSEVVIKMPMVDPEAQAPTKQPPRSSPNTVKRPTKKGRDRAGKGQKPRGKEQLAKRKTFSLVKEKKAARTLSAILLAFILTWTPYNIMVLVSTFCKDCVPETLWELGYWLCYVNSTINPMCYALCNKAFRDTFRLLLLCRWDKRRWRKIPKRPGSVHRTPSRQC
CHRM1 antagonist: human M1 muscarinic receptor antagonists, primary screen, CHO-K1 cells, Fluo-8 calcium fluorescence, 1536-well; Muscarinic acetylcholine receptor M1 (Homo sapiens), P11229; CHO-K1 hM1, ACh EC80 antagonist; actives 1.3% (n = 360,000); inhibition, % at 3 µM;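 active = percent inhibition above its own plate's cutoff, namely the mean of that plate's compound wells plus 3 SD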;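 also: peak over basal fluorescence ratio during 140 s after agonist addition; 0% = ACh EC80 plus DMSO and 100% = DMSO alone without agonist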
TAAR1 antag: human TAAR1 antagonists, primary screen, Fluo-8 calcium fluorescence, CHO RD-HGA16 cells; Trace amine-associated receptor 1 (Homo sapiens), Q96RJ0; antagonist; inhibition, % at 3 µM; actives 1.5% (n = 360,000); AID 624466, 2012;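 active = inhibition above a per-plate cutoff, the mean inhibition of test compounds on that plate plus 3 SD, cut at about 49% in these data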;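 also: 0% = DMSO plus EC80 beta-PEA response and 100% = DMSO alone without agonist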
Target sequence (Q96RJ0 whole entry, looked up): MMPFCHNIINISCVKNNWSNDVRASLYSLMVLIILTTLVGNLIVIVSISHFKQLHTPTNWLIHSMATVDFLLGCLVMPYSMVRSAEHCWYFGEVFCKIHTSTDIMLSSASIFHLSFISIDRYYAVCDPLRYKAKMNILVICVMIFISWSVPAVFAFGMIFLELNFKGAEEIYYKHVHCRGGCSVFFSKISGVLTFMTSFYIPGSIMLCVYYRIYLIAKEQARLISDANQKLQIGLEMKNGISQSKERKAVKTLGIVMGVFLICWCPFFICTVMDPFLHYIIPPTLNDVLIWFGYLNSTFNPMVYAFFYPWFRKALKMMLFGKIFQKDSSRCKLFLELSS
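Assay system: RD-HGA16 CHO cells with stable hTAAR1 and Gα16 / Reagent: EC80 β-phenethylamine stimulus / Doses: 3 µM, single point / Timing: dye loading 75 min at 37 °C, then 30 min room temperature / Measured by: Fluo-8 intracellular calcium dye fluorescence, real-time kinetic reads / Controls: vehicle wells and EC80 agonist wells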
TAAR1 agonist: human TAAR1 agonists, primary screen, Fluo-8 calcium fluorescence, CHO RD-HGA16 cells | Trace amine-associated receptor 1 (Homo sapiens), Q96RJ0 | vehicle wells 0%, saturating PEA agonist 100% | activation, % at 3 µM | actives 0.99% (n = 360,000) | AID 624467, 2012;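 active = activation above the mean activation of all test compounds in the run plus 3 SD, cut at about 38% in these data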
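Test system: RD-HGA16 (CHO) cells co-expressing Gα16 and hTAAR1 | Doses: Single dose, 3 µM | Schedule: 17-24 h seeding, 75 min 37 °C dye, 30 min RT | Evaluation: % activation from peak over basal fluorescence ratio, DMSO-to-PEA scaled | Technique: Kinetic Fluo-8 calcium fluorescence | Benchmarks: Low control DMSO, high control PEA (EC100)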
CHO-K1 Ca antag: nonselective inhibitor or artifact in parental CHO-K1 cells | ATP-induced calcium, Fluo-8 fluorescence | inhibition, % at 3 µM | actives 0.6% (n = 360,000) | AID 602250;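 active = inhibition above a per-plate cutoff, the plate's mean sample inhibition plus 3 SD, cut at about 24% in these data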;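 also: 0% = DMSO plus EC80 ATP and 100% = DMSO alone without ATP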
CHO-K1 Ca ag: counter-screen for M1 agonists: effect in parental CHO-K1 cells; Fluo-8 calcium fluorescence; scaled to maximal ATP response, vehicle zero; activation, % at 3 µM; actives 0.48% (n = 360,000); in the data active = activation above about 15%;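 also: untransfected CHO-K1 host cells lacking M1 receptor as counterscreen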
CHRM1 agonist: human M1 muscarinic receptor agonists, primary screen, Fluo-8 calcium fluorescence, CHO-K1 cells, HTS; Muscarinic acetylcholine receptor M1 (Homo sapiens), P11229; CHO-K1 hM1, agonist mode; 0% DMSO, 100% acetylcholine EC100; activation, % at 3 µM; actives 0.33% (n = 360,000); AID 588814, 2011;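 active = activation above the run's mean compound activation plus 3 SD, cut at about 16% in these data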;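 also: peak over basal fluorescence ratio within a 140 s kinetic read after compound addition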
CHO parental Ca: ATP-evoked calcium signal inhibitors, parental CHO, primary screen, counter-screen for OX1R antagonist project, cell-based, fluorescence, Fluo-8 calcium dye; parental CHO-K1, ATP-induced calcium, Fluo-8 fluorescence; inhibition, % at 5.6 µM; actives 0.63% (n = 330,000);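 active = inhibition above that plate's mean sample inhibition plus 3 SD, cut at about 26% in these data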;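 also: 0% = ATP-challenged DMSO wells and 100% = DMSO wells without ATP; some compounds past the cut are filed as inactive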
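test system = CHO parental line | reagent = ATP stimulus | measured by = intracellular calcium via Fluo-8 no-wash fluorescent dye | control set = ATP and no-ATP DMSO wells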
* hit, by the source's call; x = no result given.

mol	M1 PAM parental	M1 PAM	CHRM1 antagonist	TAAR1 antag	TAAR1 agonist	CHO-K1 Ca antag	CHO-K1 Ca ag	CHRM1 agonist	CHO parental Ca
COc1ccc(C(=O)N2CCN(S(=O)(=O)c3ccc(C)cc3C)CC2)cc1S(=O)(=O)N1CCOCC1	21	2	-7	9	2	-14	3.0	-8	x
O=C(O)C1CCCCC1C(=O)Nc1ccc(Cl)cc1 (stereo not given)	25	-6	2	-32	5	-10	2.2	-4	-2
CC(=O)NC1CC2CCCC(C1)N2CC(=O)NCc1ccc(F)cc1 (stereo not given)	12	12	-14	-9	0	-4	0.1	-2	-8
C#CC[N+](C)(C)CCCCCCCCCC	20	-17	21	-28	1	0	-0.2	-8	9
Cc1nc(SCC(=O)c2ccccc2)c(C#N)c(-c2ccco2)c1C(=O)NCc1ccco1	-2	-3	10	62*	25	8	3.3	-2	1
O=c1[nH]ncn1-c1cccc(C(F)(F)F)c1	-6	2	-3	-11	7	5	0.3	-3	4
Cc1sc(NC(=O)c2ccco2)c(C(c2cccnc2)N2CCCC2)c1C (stereo not given)	-11	4	-3	10	21	19	-0.3	1	-13
CCCCC(=O)N(C)c1c(C)nc2ccc(C(=O)NCc3ccccc3OC)cn12	12	-2	-3	-9	3	-9	0.4	3	x
CCOC(=O)C1=CN(Cc2cccc(F)c2)S(=O)(=O)NC1CCc1ccccc1 (stereo not given)	10	2	-6	24	0	-13	1.4	-6	-13
Cc1cccc(NC(=O)NCCc2ccc(Cl)cc2)c1	-1	-3	-7	35	23	0	5.9	0	-4
COc1ccc([C@H]2CC(=O)C=C(c3cc4ccccc4s3)C2)cc1	0	3	0	3	6	-2	0.3	-4	-11
CCCSc1nnc2n(-c3ccccc3OC)c(=O)c3c4c(sc3n12)CCC4	7	-2	8	14	2	0	-0.2	-4	-25
CC1CSc2n(-c3cccc(C(F)(F)F)c3)cc(-c3ccccc3)[n+]21 (stereo not given)	18	-11	25	-24	1	-20	1.4	-7	-11
O=C(CN1C(=O)CC(c2ccco2)Sc2ccccc21)Nc1ccc2c(c1)OCCO2 (stereo not given)	-8	-22	38*	23	11	0	4.6	-8	-19
Cc1ccccc1Cn1cc(NC(=O)c2cc(C3CC3)on2)cn1	20	1	-3	-5	11	-10	1.1	-4	-11
Clc1ccc(Cn2ncc3c(N4CCCCC4)ncnc32)c(Cl)c1	10	-1	-17	78*	36	-2	0.6	-3	-10
O=C(CSc1ncnc2ccccc12)Nc1cccc(S(=O)(=O)N2CCOCC2)c1	17	5	1	10	9	-14	8.3	-9	-26
O=C(CN1CCOCC1)Nc1cccc(C(F)(F)F)c1	-13	5	8	-33	2	7	0.4	-2	-10
COc1cc(C)c(Cl)c(C)c1S(=O)(=O)NC1CC(C)(C)NC(C)(C)C1	12	3	-6	-8	2	-15	1.1	-5	-8
COc1cccc(NC(=O)CSc2nnc(-c3cccs3)n2C)c1	-6	5	-8	18	0	15	1.3	-5	-5

Other compounds:
mol	M1 PAM parental	M1 PAM	CHRM1 antagonist	TAAR1 antag	TAAR1 agonist	CHO-K1 Ca antag	CHO-K1 Ca ag	CHRM1 agonist	CHO parental Ca
O=C(c1ccccc1)N1CCN(c2ccc(Cl)cc2)CC1	8	2	-4	-1	6	-18	5.0	1	4
O=C(CCN1C(=O)/C(=C/c2cccs2)SC1=S)NNC(=O)c1cccc(O)c1	5	-7	19	12	4	11	11	-3	-6
COc1ccc(C)cc1NC(=O)NNS(=O)(=O)c1ccc(NC(C)=O)cc1	15	11	-8	-22	2	-7	0.4	-2	0
C=CCN1C(=O)/C(=N/n2cnnc2)c2ccccc21	25	15	-14	11	8	-8	0.5	-4	1
CCOC(=O)c1oc2nc(CC(C)C)c3c(c2c1N)CCCC3	12	4	-5	-8	3	-12	0.6	-6	-2
CCN(CC)c1ccc(/C=C/c2ccc3ccc(OC)cc3[n+]2CC)cc1	-25	-14	48*	6	7	57*	11	3	59*
CCS(=O)c1ccccc1C(=O)OC(C)C(=O)Nc1ccc(S(=O)(=O)N2CCCC2)cc1 (stereo not given)	-8	0	4	-30	1	-1	0.0	-8	4
O=C(NCCOc1ccccc1)C1CCC(=O)N(CCCN2CCOCC2)C1 (stereo not given)	1	4	-12	6	0	-7	1.1	-2	10
COc1ccc(-n2ncc3c(NCCCn4ccnc4)ncnc32)cc1	17	10	-7	12	11	-6	-0.4	-6	-5
CCc1cccc(NC(=O)Cn2c(=O)n(CCC(=O)NCC3CCCO3)c(=O)c3cc(OC)c(OC)cc32)c1 (stereo not given)	-3	-1	-2	-20	2	-3	-0.1	-9	-7
Cc1ccc(N2CCN(c3ccc(NCc4nc5ccccc5n4C)cc3)CC2)cc1	24	3	-2	2	0	-1	1.5	-6	-9
N#Cc1nc(-c2ccc(OCc3ccc(Cl)cc3)cc2)oc1N1CCOCC1	8	0	10	13	6	-17	0.0	2	-8
CCc1ccccc1Nc1nc2ccccc2n1CC	-15	-18	9	-6	11	21	-0.6	-14	-18
Cc1nn(C)c(C)c1CNC(=O)Nc1cccc(Cl)c1	0	8	-1	-3	3	-12	0.4	-1	-4
CCOC(=O)c1sc(-c2ccccc2)cc1NC(=O)c1ccc(S(=O)(=O)N(CCOC)CCOC)cc1	-12	-8	10	-6	-1	7	4.3	-5	-6
CC(C)[C@H](NC(=O)c1ccco1)C(=O)NC12CC3CC(CC(C3)C1)C2	16	12	-3	26	2	-12	-0.5	-5	-21
Cc1c(NC(=O)C(C)NCC2CCCO2)c(=O)n(-c2ccccc2)n1C (stereo not given)	12	5	-30	0	5	-4	0.5	-1	-5
CCOC1=C2[C@H](c3ccccc3)N(S(=O)(=O)c3ccc(C)cc3)C[C@H]2n2c(=O)n(-c3ccccc3)c(=O)n2C1	25	7	-10	-32	0	1	1.0	-5	x
O=C(Cn1ccc(=O)[nH]c1=O)Nc1nccs1	12	16	-18	-7	2	0	-0.1	1	x
CCN(CC)CCCNc1ccc(-c2nnc(-c3ccc(OCC(C)C)cc3)o2)cn1	1	-14	16	8	-1	-8	1.1	-13	-5

Part of the list above, with two lines to a compound.
Sequence of screens – M1 PAM parental | M1 PAM | CHRM1 antagonist | TAAR1 antag | TAAR1 agonist | CHO-K1 Ca antag | CHO-K1 Ca ag | CHRM1 agonist | CHO parental Ca
CCN(CC)c1ccc(/C=C/c2ccc3ccc(OC)cc3[n+]2CC)cc1
→ -25 | -14 | 48* | 6 | 7 | 57* | 11 | 3 | 59*
CCS(=O)c1ccccc1C(=O)OC(C)C(=O)Nc1ccc(S(=O)(=O)N2CCCC2)cc1 (stereo not given)
→ -8 | 0 | 4 | -30 | 1 | -1 | 0.0 | -8 | 4

Later entries
mol	M1 PAM parental	M1 PAM	CHRM1 antagonist	TAAR1 antag	TAAR1 agonist	CHO-K1 Ca antag	CHO-K1 Ca ag	CHRM1 agonist	CHO parental Ca
CCCCn1nnnc1C1(C)CCC(=O)N1CCc1c[nH]c2ccccc12 (stereo not given)	16	x	x	0	3	-5	2.9	x	x
CCCc1cc(=O)[nH]c(SCC(=O)Nc2nonc2N)n1	10	1	-3	-11	-3	-15	-0.3	-3	-4
O=C(CSc1nc2ccc(Cl)cc2[nH]1)Nc1ccc2[nH]c(=O)[nH]c2c1	5	5	-4	-27	0	-4	0.1	-2	2
O=C(NC1c2ccccc2-c2ccccc21)N1CCOCC1	22	5	-6	-3	5	-20	0.8	0	-13
O=C(O)c1cccc(NC(=O)c2cccc(NC(=O)C3CCCO3)c2)c1 (stereo not given)	2	5	-5	8	3	-4	0.0	-4	-3
Cc1ccc(S(=O)(=O)N(C)C)cc1NC(=O)COC(=O)C1CCCC1	4	1	-1	2	0	-3	1.5	0	0
O=C(NCCCn1ccnc1)/C(=C/c1ccco1)NC(=O)c1ccco1	16	-2	8	-20	1	-5	0.6	-2	-10
CC1CCN(c2nc3c(N)ncnc3n2[C@@H]2O[C@H](CO)[C@@H](O)[C@H]2O)CC1	-6	-1	-1	0	1	-6	0.6	-5	-6
CCOc1ncccc1C(=O)Nc1ccc(-c2cn3ccsc3n2)cc1	19	3	3	12	10	-2	1.9	-4	1
COC(=O)c1cc(COC(=O)COc2ccc(C)c(C)c2)oc1C	4	4	-8	1	-4	-15	0.3	-8	-3
CC(C)(C)c1ccc(N2C(=N)SCC2=O)cc1	2	1	1	0	5	-4	0.8	-2	2
Cc1c(C(=O)Nc2c3c(nn2C(C)(C)C)CS(=O)(=O)C3)cccc1[N+](=O)[O-]	-8	0	-6	-17	4	-8	0.9	-1	-14
CCOC(=O)NC(=O)/C(C#N)=N\Nc1cccc(OC)c1	-9	5	-2	-11	5	5	0.7	-2	1
O=C(C(=O)N1CCN(c2ccc(F)cc2)CC1)c1cn(CC(=O)N2CCOCC2)c2ccccc12	22	19	-17	7	0	-12	0.4	0	-15
CS(=O)(=O)N1CCC(C(=O)Nc2cccc(Br)c2)CC1	9	-3	8	9	1	-1	1.3	-2	-4
CC(=O)c1ccc(C(=O)N(C)C2CCCN(Cc3ccccc3F)C2)s1 (stereo not given)	19	1	-3	-27	-1	0	0.3	-7	0

High-throughput results from PubChem BioAssay.
